HepG2 tox – qHTS for Inhibitors of TGF-b: Cytotox Counterscreen; HepG2 CAGA-GFP viability, ATP luminescence, 18 h; Potency, µM (top dose mostly 46.1 µM), for the others: at the top dose activity change, negative = cytotoxicity, actives largely listed as cytotoxic; 410,000 tested, 0.76% active; further: potency means the concentration at half of the fitted maximal effect; some results filed as inactive show a strong effect at the top dose
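CellTiter-Glo luminescence gave cytotoxicity after 18 hours at 37 degrees C. The cells were HepG2 CAGA-GFP in 1% FBS DMEM, stimulated with 500 pg/mL TGF-beta after compound addition. %Activity was normalised to no-cell wells (complete cell-killing) and DMSO (no toxicity), and curves were fitted and classified.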
Nrf2 inh – Nrf2 qHTS screen for inhibitors. A549 ARE-Fluc reporter, luciferase luminescence, 18-24 h. Potency, µM (series often up to 46 µM), for inactives: at the top dose activity change, negative = inhibition, usual class: inhibitors. 360,000 tested, 2.1% active. AID 504444, 2011; further: potency means the concentration at half of the fitted maximal effect; on the % scale 0 is the no-effect control and ±100 the full control effect; nearly all actives have a fitted effect of over 60% in size
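Nrf2 function is reported as luminescence of an ARE-controlled luciferase in A549 cells. Compounds were tested at several concentrations, and a CellTiter-Fluor read on the same wells flagged cytotoxicity.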
CCT modulator – High-Throughput Screening for Modulators of Cytosolic Chaperonin Activity | AID 651819, 2012 | activity change, % (no concentration beside the values), hits read low | purified chaperonin ATPase assay, HTRF ADP detection, 30 min | 360,000 tested, 0.3% active; in the data active means activity change below about -30%; further: on the % scale 0 is the no-effect control and ±100 the full control effect
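Nucleotide hydrolysis assay: TRiC at 20–40 nM final (set by batch activity) with 10 uM ATP, 30 min at 37 °C, in presence of 76 uM compound. Detection by competitive ADP HTRF, 30 min ambient.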
Nrf2 ARE act – qHTS of Nrf2 Activators | AREc32 ARE-luciferase reporter (MCF7-derived line), luminescence, 24 h | Potency, µM (series often up to 46.1 µM), without a hit: top-dose activation, usual class: activators | 410,000 tested, 0.31% active | AID 624171, 2012; further: potency means the concentration at half of the fitted maximal effect; % of control where 0% means no effect; nearly all actives have a fitted effect of over 65% in size
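Luciferase luminescence (Steady-Glo, 30 min at room temperature) served as the read-out of ARE activation in AREc32 cells treated with compounds for 24 hr at 37 deg C.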
TGFb inhibitor – qHTS for Inhibitors of TGF-b. HepG2 CAGA-GFP TGF-b/SMAD3 reporter, GFP fluorescence, 18 h; TGF-beta stimulated, 500 pg/mL final. Potency, µM (top dose mostly 46.1 µM), inactives show top-dose activity, negative = inhibition, usual class: inhibitors. 410,000 tested, 1.2% active. AID 588855, 2011; further: potency means the concentration at half of the fitted maximal effect; on the % scale 0 is the no-effect control and ±100 the full control effect; nearly all actives have a fitted effect of over 65% in size
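HEPG2 CAGA-GFP, 1000 cells/well; 2 h settle, 37 C; cpd via pin tool; TGF-b 500 pg/mL final; 18 h, 37 C; GFP imaging ex488/em500-530; %Activity normalised to -TGF-b and +DMSO controls; CRC fit, curve class.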
A549 viability – Nrf2 qHTS screen for inhibitors: counterscreen for cytotoxicity | 390,000 tested, 0.16% active | A549 ARE-Fluc cells, CellTiter-Fluor viability, 18-24 h | Potency, µM (series often up to 46 µM), for the others: at the top dose activity change, negative = cytotoxicity, usual class: inhibitors; further: potency means the concentration at half of the fitted maximal effect; on the % scale 0 is the no-effect control and ±100 the full control effect
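A549 ARE_Fluc cells in 5% FBS OPTI-MEM were exposed to compounds in concentration-response for 18-24 h at 37 deg C. Viability was read by CellTiter-Fluor fluorescence (Ex 405/Em 525) after 30 min, before the luciferase read.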
Mm-Cpn inhibitor – Inhibitors of TCP-1 ring complex (TRiC) of Methanococcus maripaludis (MmCpn): qHTS. 330,000 tested, 0.031% active. Chaperonin Mm-Cpn (Methanococcus maripaludis). AID 504842, 2011. purified Mm-Cpn ATPase, ADP Transcreener TR-FRET. Potency, µM (doses to about 76.9 µM), for the others: top-dose activity, negative = inhibition, hits mostly inhibitors; further: potency means the concentration at half of the fitted maximal effect; on the % scale 0 is the no-effect control and ±100 the full control effect; nearly all actives have a fitted effect of over 80% in size
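Compound-treated chaperonin, 25 nM final, turns over 10 uM ATP at 37°C for 30 min following a 10 min preincubation; ADP generated competes with ADP-d2 for Eu-cryptate antibody, lowering FRET.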
Abeta rescue – qHTS for compounds that reverse cellular toxicity of Amyloid beta (A-beta) peptide in yeast: Primary Screen | yeast expressing A-beta42, growth rescue, OD600, 48 h; response scale: 0% DMSO, 100% iron-clioquinol control | Potency, µM (series often up to 46.1 µM), without a hit: top-dose growth rescue, usual class: activators | 410,000 tested, 0.063% active | AID 1347071, 2019; further: potency means the concentration at half of the fitted maximal effect; nearly all actives have a fitted effect of over 55% in size
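Yeast A-beta toxicity model in growth medium with pinned compounds, 48 h at 30 C; growth read as absorbance at 600 nm. Normalized to FeCl3/clioquinol equimolar mix (positive) and DMSO (negative).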
pAkt inh – HTS Assay for Inhibitors of Akt Phophorylation: Primary Screen; Neuro2A IGF-stimulated pAkt S473 HTRF, 20 min; active compounds read low; activity change, % for hits at 50 µM; 360,000 tested, 0.32% active; in the data active means activity change below about -80%; inconclusive means mostly about -51% to -80%; further: on the % scale 0 is the no-effect control and ±100 the full control effect
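Single-point screen (50 µM final compound) in Neuro2A cells stimulated 20 min with 6 nM IGF at 37 deg C. After lysis, Ser473-phosphorylated Akt read by HTRF (ex 330 nm, em 615/665 nm) as the 665/615 ratio.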
* hit, by the source's call; i = inactive; ? = inconclusive; / = not tested or not shown; [ ] = dose if it differs, or a comment. Unless noted, the call rests on the fitted dose curve; in most records, active means well fitted curve in the direction sought with a large enough effect; inconclusive means small, poorly fitted or top-dose-only effect, or another doubt; inactive means no such curve, though single readings can be large; an effect the other way counts as inactive or inconclusive.

SMILES	HepG2 tox	Nrf2 inh	CCT modulator	Nrf2 ARE act	TGFb inhibitor	A549 viability	Mm-Cpn inhibitor	Abeta rescue	pAkt inh
COc1ccccc1-c1ccc2c(c1)C(C)(Cc1ccc(Cl)cc1)C(=O)N2 (centres undefined)	0%	/	0.5	1.9%	6%	/	/	-1%	i
Cc1c(-n2cc(C(=O)c3cc(Br)ccc3O)cc(C#N)c2=O)c(=O)n(-c2ccccc2)n1C	3%	4%	-1.1	1.6%	27%	10%	-4%	7%	i
CSc1nc2ccccc2c(=O)n1C1CCOC(C)(C)C1 (centres undefined)	0%	-15%	0.6	0.3%	17%	10%	1%	-11%	i
Nc1nc(-c2ccco2)nn1C(=O)CCc1ccccc1	-18%	-8%	-1.2	-0.4%	-10%	1%	0%	0%	i
CCC(C)n1[nH]c(=O)c2c(C)cc(C)nc21 (centres undefined)	0%	0%	0.3	-0.3%	15%	5%	0%	-4%	i
Cc1cc(C(=O)CN2C(=O)NC3(CCCc4ccccc43)C2=O)c(C)n1Cc1ccccc1 (centres undefined)	-9%	-30%	1.7	2.4%	?	-13%	-6%	13%	i
COc1ccc(C(=O)C2CCCN(C(=O)c3c4c(nn3C)CCCC4)C2)cc1F (centres undefined)	-8%	?	-2.4	4.3%	-19%	-5%	4%	-10%	i
O=C(NCCSCc1ccco1)Nc1ccc(Cl)cc1	-1%	/	4.3	3.7%	28%	4%	/	6%[9.22 µM]	i
CCOC(=O)c1[nH]c(C)c(/C(O)=C2\C(=O)C(=O)N(CCCN3CCOCC3)C2c2cccnc2)c1C (centres undefined)	-3%	5%	-0.4	0.0%	-1%	-6%	-1%	-3%	i
COC(=O)C1C2CCCCC1C(=O)O2 (centres undefined)	2%	7%	-1.9	-0.5%	?	0%	/	-4%	i
C[C@H](CO)N1C[C@H](C)[C@@H](CN(C)CC2CCOCC2)Oc2cc(C#Cc3ccccc3F)ccc2S1(=O)=O	-21%	/	-3.1	0.2%	?	/	/	5%	i
O=C(COC(=O)CSCc1ccccc1)NCc1ccccc1	0%	-5%	-0.5	3.9%	-18%	-5%	2%	3%	i
CN1C(=O)C2(N=c3ccccc3=N2)c2ccccc21	-15%	2%	-1.8	15%	-22%	-13%	-1%	-14%	i
CCCN(C(=O)c1cc2c(=O)[nH]c3ccc(C)cc3c2s1)c1ccc(CC)cc1	7%	1%	/	-1.0%	16%	7%	/	-3%	/
O=C(CSc1nnnn1-c1ccc2c(c1)OCCO2)Nc1nc2c(s1)CCCC2	-50%	13µM*	-5.2	2.8%	?	?	3%	7%	i
Cc1ccc(CN2CCSc3ccc(C(=O)Nc4ccc(C)cc4)cc32)cc1	-21%	?	/	5.5%	-9%	5%	/	-6%	/
Cc1ccsc1C(=O)Nc1cccc(-n2cnnn2)c1	-3%	6%	-1.8	0.2%	6%	4%	0%	-12%	i
CCCCCCSc1cccc(-c2nc3cc(C)ccn3c2NC2CCCCC2)c1	-22%	?	1.5	0.2%	?	?	0%	-71%[inhibitor]	i
N#Cc1ccc(OCC(=O)NN2Cc3ccccc3C2=N)cc1	-1%	4%	-0.7	-0.1%	5%	3%	-3%	0%	i
Cc1cc(C)c(CN2CCC(n3nccc3NC(=O)c3ccccc3Cl)CC2)cc1C	0%	-3%	-0.7	3.5%	-15%	3%	1%	-19%	i
COc1cc2c(cc1OC)CN(CC(=O)Nc1ccc(F)cc1)C(C(=O)O)C2 (centres undefined)	4%	11%	-4.8	-0.9%	-6%	1%	0%	-15%	i
NS(=O)(=O)c1ccc(NC(=O)COC(=O)/C(=C/c2cccs2)c2cccs2)cc1	-24%	-25%	1.5	4.0%	-13%	?	4%	1%	i
COc1cccc(C(=O)c2cn(CC(=O)NCc3ccccc3Cl)c3nc(C)ccc3c2=O)c1	-16%	-14%	/	0.4%	-25%	-29%	/	-6%	/
CCOC(=O)NC(=S)Nc1ccc(C(C)(C)C)cc1Br	-26%	-1%	2.1	7.4%	1%	3%	1%	-26%	i
COC(=O)c1ccccc1NC(=O)C1CCCN(S(=O)(=O)c2ccc(F)cc2)C1 (centres undefined)	-3%	/	0.0	3.5%	0%	4%	-5%	9%[9.22 µM]	i
c1ccc(Sc2ncnc3ccccc23)cc1	-36%	-14%	0.8	?	10µM*	2%	-9%	-49%[inhibitor]	i
O=C1C(=C2SCCCS2)CC/C1=C\c1ccc(F)cc1	-5%	?	-0.6	-0.7%	6%	-9%	-2%	0%	i
O=c1[nH]c(/C=C\c2ccccc2F)nc(O)c1[N+](=O)[O-]	0%	0%	0.0	-0.1%	6%	-2%	-1%	-7%	i
CCC(C)NC(=O)c1ccccc1NC(=O)c1ccc(CSc2ccccc2)cc1 (centres undefined)	16µM*	-16%	-0.8	-0.1%	?	1%	-1%	26%	i
CC(C)C(c1nnnn1C(C)(C)C)N1CCN(c2cccc(Cl)c2)CC1 (centres undefined)	-4%	-21%	2.1	2.1%	-23%	1%	-1%	-35%	i
COc1cccc(NC2c3ccccc3C(=O)N2Cc2ccco2)c1 (centres undefined)	-20%	-6%	0.4	14%	-9%	-5%	1%	-3%	i
CS(=O)(=O)N1CCc2cc(C(=O)Nc3ccc(C(F)(F)F)cc3)ccc21	-23%	?	/	1.3%	-20%	?	/	-14%	/
c1ccc(-c2cn3nc(-c4ccccc4)sc3n2)cc1	17%	?	-1.7	11%	18%	2%	/	-3%	i
CCOc1ccc(C2CC(c3ccccc3C)n3nc(N)nc3N2)cc1 (centres undefined)	0%	-15%	0.3	2.5%	-5%	6%	-1%	10%	i
COc1ccccc1N1CCN(C2=NS(=O)(=O)c3ccccc32)CC1	-13%	6%	-2.8	1.9%	-3%	0%	3%	-2%	i
C/C(Cl)=C\Cn1c(Nc2cccc(C)c2)nc2c1c(=O)n(C)c(=O)n2C	-17%	-26%	0.3	6.1%	0%	-1%	2%	15%	i
CN(Cc1ccco1)S(=O)(=O)c1ccc(CN2C(=O)c3cccnc3C2=O)s1	4%	17%	1.6	-0.1%	?	0%	-4%	16%	i
O=C(Nc1ccc(Oc2ccccc2)cc1)C1CCN(S(=O)(=O)c2ccc(Cl)cc2)CC1	-3%	?	/	-1.0%	0%	-4%	/	-5%	/
Cc1nnc(SC(C(=O)c2ccccc2)c2ccccc2)[nH]c1=O (centres undefined)	13%	0%	2.5	-0.4%	2%	3%	2%	-3%	i
O=C1c2ccccc2C(=O)N1CCCCSc1nc2ccccc2o1	-23%	/	-1.1	2.4%	3%	-9%	0%	-1%	i
CNC(=O)c1ccc2nc(Cc3ccccc3)oc2c1	-22%	/	/	5.4%	22%	5%	/	12%	/
Cc1cccc(N=Nc2c(O)[nH]c3ccc(Br)cc23)c1	8%	?	-1.6	3.5%	0%	-16%	1%	3%	i
Cc1cc2c(cc3c(SCc4cccc(Cl)c4)nnc(C)n32)o1	-51%	-21%	/	8.0%	?	-1%	/	16%	/
CCc1ccc2[nH]cc(S(=O)(=O)c3ccc(C(C)C)cc3)c(=O)c2c1	-33%	10%	/	0.0%	-27%	11%	/	3%	/
CCCCNS(=O)(=O)c1ccc(NC(=O)Cc2ccc(OC)cc2)cc1	-2%	?	2.9	-0.2%	5%	-3%	0%	-3%	i

3 structures from above, arranged by formula weight, rising.
SMILES	HepG2 tox	Nrf2 inh	CCT modulator	Nrf2 ARE act	TGFb inhibitor	A549 viability	Mm-Cpn inhibitor	Abeta rescue	pAkt inh
c1ccc(-c2cn3nc(-c4ccccc4)sc3n2)cc1	17%	?	-1.7	11%	18%	2%	/	-3%	i
Cc1cccc(N=Nc2c(O)[nH]c3ccc(Br)cc23)c1	8%	?	-1.6	3.5%	0%	-16%	1%	3%	i
CN(Cc1ccco1)S(=O)(=O)c1ccc(CN2C(=O)c3cccnc3C2=O)s1	4%	17%	1.6	-0.1%	?	0%	-4%	16%	i

Following part:
SMILES	HepG2 tox	Nrf2 inh	CCT modulator	Nrf2 ARE act	TGFb inhibitor	A549 viability	Mm-Cpn inhibitor	Abeta rescue	pAkt inh
CC(C)c1ccc(O)c(NC(=S)NC(=O)c2cccnc2)c1	9%	16%	-3.2	2.2%	-21%	-2%	-1%	?	i
Cc1ccc(C)c(N2CCN(C(=O)CCc3nc(-c4cccc(F)c4)no3)CC2)c1	-30%	-7%	1.2	0.5%	-30%	2%	-1%	23%	i
COc1ccc(-c2nn(-c3ccccc3)cc2/C=N/NC(=O)c2ccc(Br)o2)cc1	-13%	?	0.8	3.8%	9%	?	-1%	9%	i
CCCNC(=O)NCCc1c(C)[nH]c2ccccc12	-8%	-24%	0.7	-0.9%	4%	0%	0%	2%	i
Cc1c(NC(=O)Nc2cccc(F)c2)c(=O)n(-c2ccccc2)n1C	3%	19%	-2.3	0.0%	0%	1%	-1%	-13%	i
Nc1nc(N)c2c(ccc3nccc32)[nH]1	1.3µM*	-26%	-0.5	-1.0%	?	-7%	-2%	-8%	i
CC(C)C(=O)N[C@@H]1c2ccccc2CC[C@@H]1O	-23%	3%	-2.7	-0.4%	2%	3%	-2%	-14%	i
COc1ccc(-c2noc(N3CCC(C(=O)NCc4ccccc4Cl)CC3)n2)cc1	-11%	?	-1.1	0.3%	-3%	-13%	-3%	-20%	i
Cc1cccc(NC(=O)NCc2ccc3[nH]c(C)cc3c2)c1	-30%	14%	-0.9	0.5%	-4%	1%	0%	-14%	i
